USP1-UAF1 inh – blocks the human USP1/UAF1 deubiquitinase complex; Potency, µM (doses to about 57.1 µM), for the others: top-dose activity change, negative = inhibition, hits mostly inhibitors; AID 743255; O94782; recombinant USP1/UAF1, Ub-Rhodamine cleavage fluorescence; 390,000 tested, 0.23% active; note: potency is the fitted concentration of half-maximal effect; % is set by controls: 0 for no effect and ±100 for the full control effect; nearly all actives have a fitted effect of over 60% in size; inactives centre near -12
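Step one: compound is pinned into 1nM USP1/UAF1 in HEPES pH 7.8 buffer with TCEP. Step two: 15 min room-temperature incubation. Step three: Ub-Rho (150nM final) starts cleavage, tracked by fluorescence over six one-minute reads.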
Tb PGK inh – T. brucei PGK inhibition; PGK/GAPDH coupled, Kinase-Glo luminescence, 60 min; Potency, µM (series often up to 57.5 µM), inactives show top-dose activity change, negative = inhibition, most hits filed as inhibitors; 380,000 tested, 0.043% active; note: potency is the fitted concentration of half-maximal effect; % is set by controls: 0 for no effect and ±100 for the full control effect; nearly all actives have a fitted effect of over 60% in size
Target sequence (P07378 whole entry, looked up): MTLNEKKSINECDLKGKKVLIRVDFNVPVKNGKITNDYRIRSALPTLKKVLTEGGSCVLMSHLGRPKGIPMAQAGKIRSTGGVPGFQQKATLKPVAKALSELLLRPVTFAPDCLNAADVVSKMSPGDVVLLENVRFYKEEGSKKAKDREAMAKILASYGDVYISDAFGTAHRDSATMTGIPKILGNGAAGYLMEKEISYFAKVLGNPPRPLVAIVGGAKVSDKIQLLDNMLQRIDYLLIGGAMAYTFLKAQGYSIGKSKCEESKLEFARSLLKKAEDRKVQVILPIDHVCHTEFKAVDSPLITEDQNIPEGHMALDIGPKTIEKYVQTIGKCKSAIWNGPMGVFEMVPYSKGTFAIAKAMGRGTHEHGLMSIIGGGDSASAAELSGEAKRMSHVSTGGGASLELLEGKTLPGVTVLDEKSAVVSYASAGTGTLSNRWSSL
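Recombinant glycosomal PGK reaction used 1,3-bisphosphoglycerate generated in-well by GAPDH (100nM final) in 100mM TEA pH 7.6, 5mM MgCl2, 0.01% Tween-20. After 60 minutes at room temperature, ATP was read by Kinase-Glo Plus luminescence end-point.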
GLS inhibitor – glutaminase GLS (human) inhibition; 410,000 tested, 0.21% active; GLS enzymatic activity, qHTS titration; Potency, µM (titrated, usually from 45.5 µM), for inactives: at the top dose activity change, negative = inhibition, usual class: inhibitors; note: potency is the fitted concentration of half-maximal effect; % is set by controls: 0 for no effect and ±100 for the full control effect
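Human kidney-isoform GLS in 45 mM KH2PO4 pH 8.2, 0.02% Tween-20, with compound, started with 1mM L-Glutamine (added stock). Glutamate oxidase/HRP/Amplex red coupled fluorescence read at start and after 30 min at RT.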
TrxR1 inh – blocks rat thioredoxin reductase 1; O89049; recombinant rTrxR1, NADPH fluorescence consumption, selenite substrate; Potency, µM (top dose mostly 114 µM), without a hit: at the highest dose activity change, negative = inhibition, hits mostly inhibitors; 390,000 tested, 1% active; AID 588453; note: potency is the fitted concentration of half-maximal effect; % is set by controls: 0 for no effect and ±100 for the full control effect; nearly all actives have a fitted effect of over 65% in size
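Rat TrxR1 (90 nM in the dispensed reagent) was pre-reduced with 400 uM NADPH for 5 min at room temperature, then incubated with compound for 15 min. After 400 uM selenite was added, NADPH fluorescence (Ex 340/Em 450 nm) was followed for 8 min.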
TrxR1 substrate – rat thioredoxin reductase 1 substrate activity; O89049; purified TrxR1 substrate turnover, NADPH consumption readout; Potency, µM (top dose mostly 114 µM), for inactives: at the highest dose activity change, negative = substrate turnover; 390,000 tested, 0.01% active; AID 588456; note: potency is the fitted concentration of half-maximal effect; % is set by controls: 0 for no effect and ±100 for the full control effect; nearly all actives have a fitted effect of over 50% in size
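Rat TrxR1, dispensed at 90 nM, was prereduced with 400 uM NADPH (final) for 5 min at ~22 deg C, then incubated with compound 15 min before 400 uM selenite. A first-read NADPH fluorescence drop versus no-compound background flagged substrates.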
Pin1 inhibitor – inhibitors of human Pin1; Potency, µM (highest dose often 115 µM), without a hit: top-dose activity, negative = inhibition, usual class: inhibitors; Q13526; Pin1 FP peptide displacement, HiFluor488, 10 min; AID 504891; 390,000 tested, 0.009% active; active = well fitted inhibition curve with a large enough effect in the polarisation, with a control signal flat, not every such curve was filed as active; inconclusive = small, poorly fitted or top-dose-only effect, or effect the other way, or a change in a side signal; inactive = no such curve, though single readings can be large or run the other way; the % refers to the polarisation; note: potency is the fitted concentration of half-maximal effect; % is set by controls: 0 for no effect and ±100 for the full control effect
Target sequence (Q13526 whole entry, looked up): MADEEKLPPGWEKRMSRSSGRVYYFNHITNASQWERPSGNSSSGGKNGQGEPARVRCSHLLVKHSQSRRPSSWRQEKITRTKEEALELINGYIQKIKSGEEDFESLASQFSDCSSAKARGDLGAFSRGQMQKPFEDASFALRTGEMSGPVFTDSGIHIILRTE
mIDH1 inhibitor – inhibitors of human mutant IDH1 R132H | O75874 | IDH1-R132H enzyme, NADPH consumption, diaphorase/resazurin fluorescence | Potency, µM (top dose mostly 76.6 µM), for inactives: top-dose activity change, negative = inhibition, most hits filed as inhibitors | 390,000 tested, 0.093% active | AID 602179; note: potency is the fitted concentration of half-maximal effect; % is set by controls: 0 for no effect and ±100 for the full control effect; nearly all actives have a fitted effect of over 65% in size
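IDH1-R132H (0.5 ug/mL) preincubated 30 min with compound, then NADPH (0.016 mM) and alpha-KG (2 mM) added; 80 min at RT, pH 7.5. Remaining NADPH coupled via diaphorase/resazurin to fluorescence (540/590 nm); concentration-response curves normalized to no-enzyme control.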
HP1b chromo inh – inhibitors of HP1-beta chromodomain binding to methylated histone tails. P83916. AlphaScreen HP1-beta / biotin-H3K9me3 peptide binding. Potency, µM (doses to about 114 µM), for inactives: top-dose activity change, negative = inhibition, usual class: inhibitors. 390,000 tested, 0.56% active. AID 540317; note: potency is the fitted concentration of half-maximal effect; nearly all actives have a fitted effect of over 70% in size; inactives centre near 23
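AlphaScreen: HP1-beta (50 nM) preformed 30 min with biotin-H3(1-18)K9me3 peptide (50 nM) in PBS pH 7.4, 0.01% Tween-20. Compound added for 30 min at RT, then streptavidin donor/nickel chelate acceptor beads (10 ug/mL) for 30 min.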
PI4K2A inh – PI4K2A (human) kinase inhibition. activity change, negative = inhibition, % at 76.9 µM. 420,000 tested, 0.13% active. AID 1346378. Q9BTU6. purified PI4K2A, ADP-Glo luminescence, 1 h; stronger effect = lower value; in the data active = activity change below about -50%; inconclusive = mostly about -30% to -49%;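 note: -100% = wells without enzyme as full effect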
Target sequence (Q9BTU6 whole entry, looked up): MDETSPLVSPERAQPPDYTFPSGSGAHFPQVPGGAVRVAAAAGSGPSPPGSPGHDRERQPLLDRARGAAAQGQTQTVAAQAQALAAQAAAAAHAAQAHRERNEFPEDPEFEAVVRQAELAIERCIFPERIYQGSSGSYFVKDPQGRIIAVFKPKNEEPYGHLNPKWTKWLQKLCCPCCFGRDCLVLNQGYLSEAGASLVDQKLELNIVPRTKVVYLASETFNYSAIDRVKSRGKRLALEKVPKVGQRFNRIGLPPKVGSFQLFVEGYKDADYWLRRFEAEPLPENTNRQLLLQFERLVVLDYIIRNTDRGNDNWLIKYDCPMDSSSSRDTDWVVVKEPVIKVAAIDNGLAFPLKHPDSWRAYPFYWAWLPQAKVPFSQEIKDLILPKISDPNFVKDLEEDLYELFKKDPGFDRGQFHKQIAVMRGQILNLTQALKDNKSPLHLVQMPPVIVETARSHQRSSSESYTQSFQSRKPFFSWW
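In this quantitative HTS, ADP production by PI4K2A was quantified luminescently after 1 h at ambient temperature; 100 microM adenosine served as plate-quality control.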
Numbers without * were called inactive; i = inactive; ? = inconclusive; . = not tested or not shown; & = joins results of further samples; [ ] = remark or other dose. Unless noted, calls come from the whole dose curve; as a rule, active = well fitted curve in the direction sought with a large enough effect; inconclusive = small, poorly fitted or top-dose-only effect, or another doubt; inactive = no such curve, though single readings can be large; an effect the other way counts as inactive or inconclusive. Some of the compounds tested (hit frequency here may not be typical).

SMILES	USP1-UAF1 inh	Tb PGK inh	GLS inhibitor	TrxR1 inh	TrxR1 substrate	Pin1 inhibitor	mIDH1 inhibitor	HP1b chromo inh	PI4K2A inh
CNC(C(=O)c1ccccc1)C(OC)c1ccccc1 (stereo not drawn)	0%	3%	-5%	4%	-1%	15%	3%	69%[activator]	-2
CC(=O)NC(C)Cc1ccccc1 (stereo not drawn)	-21%	-6%	13%	-2%	-1%	6%	11%	47%[activator]	0
CN1C(=O)/C(=C/c2ccc(Cl)s2)C(=O)NC1=S	-15%	-2%	69%[activator]	8.9µM*	5%	20%	-9%	7%	-11
CC(C)OC12Oc3ccccc3C=C1N1CCC2CC1 (stereo not drawn)	-9%	-2%	3%	5%	-1%	1%	2%	29%	-3
O=c1oc2ccccc2n1CSC1=NCCS1	-8%	-7%	-5%	2%[57.1 µM]	14%[57.1 µM]	-3%	1%	41%[activator]	8
O=C1CC2(CCCC2)CC(=O)N1CCCCN1CCN(c2ncccn2)CC1	-16%	-6%	-1%&-1%	4%[57.1 µM]	5%[57.1 µM]	-2%	3%	40%[activator]	2&3&1
CCCCn1c(O)c(C(CC)=NCCc2ccccc2)c(=O)[nH]c1=O	-19%	0%	11%	-1%	-3%	-6%	3%	29%	-3
COC(=O)C1=C(c2ccc(OCc3ccccc3)cc2)C[C@@H]2CC[C@H]1N2C(=O)NCc1ccc(Cl)cc1	-15%	9%	-2%	.	.	.	6%	.	-3
CCOC(=O)c1ccc2[nH]c(-c3ccc(S(=O)(=O)F)cc3)cc(=O)c2c1	-21%	-11%	-2%	8%[57.1 µM]	14%[57.1 µM]	-1%	2%	32%	-2
COC(=O)C1=C(c2ccc(F)cc2F)C[C@@H]2CC[C@H]1N2C(=O)N1CCOCC1	9%	2%	8%	15%[57.1 µM]	8%[57.1 µM]	-2%	-13%	34%	-1
CC(C)CN1CCN(Cc2ccccc2C(F)(F)F)CC1CCO (stereo not drawn)	-12%	-2%	12%	9%	4%	-2%	4%	19%	8
Cc1ccc(NC(=O)CCNC(=O)N2C[C@H]3C[C@@H](C2)c2cccc(=O)n2C3)c(C)c1	-19%	9%	0%	8%	2%	6%	-11%	31%	1
O=c1[nH]c(=O)n(-c2ccc(F)cc2)c(O)c1/C=C1\C=Nc2ccccc21	-20%	1%	0%	-13%	-13%	?	-2%	19%	-8
COc1ccccc1N(CC(=O)NC1CCCCC1)C(=O)c1cnn(C(C)C)c1	5%	-3%	2%	12%[57.1 µM]	5%[57.1 µM]	8%	0%	7%	2
COc1ccc(N2CCN(C(=O)C3CCCN(S(=O)(=O)c4ccc5c(c4)CCCN5C(C)=O)C3)CC2)cc1 (stereo not drawn)	?	-3%	22%	6%[57.1 µM]	-3%[57.1 µM]	-8%	9%	5%[57 µM]	0
COc1ccc(CN2CCN(Cc3ccccc3OC)CC2)cc1	-9%	.	0%	25%	9%	-1%	-4%	?	-1
O=C(O)CCC(=O)NCCC1=c2ccccc2=N/C1=C\c1c(O)n(Cc2ccc(F)cc2)c(=S)[nH]c1=O	-10%	-6%	?	35µM*	6%	-8%	6%	32µM*	-8
CCC(=NCCCn1ccnc1)c1c(O)n(-c2ccc(OC)cc2)c(=O)[nH]c1=O	-1%	3%	5%	14%[57.1 µM]	6%[57.1 µM]	5%	0%	11%	5
CC12CN3CC(C)(CN(C1)C31CCOCC1)C2=O	-8%	i	6%	3%	-5%	-2%	1%	19%	-1
COc1ccc(OCC(=O)N2CCN(C/C=C/c3ccccc3)CC2)cc1	-15%	-6%	2%	29%	7%	0%	14%	42%[activator]	-5
CC1=C(C)CC2(C(=O)NC(=S)NC2=O)C(C)C1 (stereo not drawn)	-23%	-8%	8%	6%[11.4 µM]	7%[11.4 µM]	1%	5%	19%	0
CCOc1cccc(CNCCc2c(C)[nH]c3ccc(OC(F)(F)F)cc23)c1O	-28%	-2%	0%	2%	-2%	-4%	4%	?	-2
C=CCOc1ccc(CC2C(=O)N(C)C(=O)N(C)C2=O)cc1	-17%	-16%	-6%	3%[57.1 µM]	-3%	1%	-8%	-7%	-10
CCCOc1ccc(CC2CCC(=O)NC2=O)cc1 (stereo not drawn)	-13%	-5%	-2%	-3%	2%	-2%	10%	41%[activator]	-1

Structural class, the entries above containing a Cl atom (2)
SMILES	USP1-UAF1 inh	Tb PGK inh	GLS inhibitor	TrxR1 inh	TrxR1 substrate	Pin1 inhibitor	mIDH1 inhibitor	HP1b chromo inh	PI4K2A inh
CN1C(=O)/C(=C/c2ccc(Cl)s2)C(=O)NC1=S	-15%	-2%	69%[activator]	8.9µM*	5%	20%	-9%	7%	-11
COC(=O)C1=C(c2ccc(OCc3ccccc3)cc2)C[C@@H]2CC[C@H]1N2C(=O)NCc1ccc(Cl)cc1	-15%	9%	-2%	.	.	.	6%	.	-3

The listing continues.
SMILES	USP1-UAF1 inh	Tb PGK inh	GLS inhibitor	TrxR1 inh	TrxR1 substrate	Pin1 inhibitor	mIDH1 inhibitor	HP1b chromo inh	PI4K2A inh
C/C=C/CC#N	-28%	8%	-1%	16%	9%	-1%	-6%	45%[activator]	3
CCc1ccccc1N1C(=O)/C(=C/c2ccc(N3CCN(C)CC3)o2)C(=O)NC1=S	?	-13%	?	?	-14%	?	1%	?	-4
CC(=O)Nc1ccccc1C(=O)OCC(=O)Nc1ncccn1	-15%	1%	-16%	2%	6%	-16%	3%	25%	0
CCN(C[C@H]1N[C@@](C)(C(=O)OC)[C@H]2C(=O)N(Cc3ccccc3)C(=O)[C@@H]12)S(=O)(=O)c1ccc(C)cc1	-19%	i	1%	0%	-8%	2%	1%	49%[activator]	-3
CCOc1ccc(C(NC(=O)c2cc(OC)c(OC)c(OC)c2)c2cc(Cl)c3cccnc3c2O)cc1 (stereo not drawn)	?	-12%	6%	17%[57.1 µM]	-8%[57.1 µM]	?	7%	31%	-3
Cn1c2ccccc2c2c(C(=O)N3CCC4(CC3)OCCO4)cn(C3CCCC3)c(=O)c21	5%	-3%	-3%	-20%	57%[activator]	4%	2%	13%	3
Cc1ccc2nc3c(cc2c1)CC1(C(=O)N(C)C(=O)N(C)C1=O)C1CCCCN31 (stereo not drawn)	-20%	0%	-2%	12%[57.1 µM]	19%	1%	2%	58%[activator]	2
CC(=O)[C@H]1CC[C@H]2[C@@H]3CC[C@H]4C[C@H](O)CC[C@]4(C)[C@H]3C(=O)C[C@]12C	-10%	-2%	-5%&-2%	.	7%[57.1 µM]	-3%	4%	12%	2&5&1
COc1cc2cc(C(=O)N3CC(COS(C)(=O)=O)c4ccc(O)cc43)[nH]c2c(OC)c1OC (stereo not drawn)	-21%	-9%	-3%	-65%[57.1 µM]	-5%[11.4 µM]	-2%	0%	6%	14
Cn1c(=O)n(CC(=O)N2CCC3(CC2)OCCO3)c(=O)c2ccccc21	7%	4%	-1%	-20%	12%[57.1 µM]	3%	-3%	17%	-3
C=CCn1c(O)c(C(CC)=NCC2CCCO2)c(=O)[nH]c1=O (stereo not drawn)	4%	7%	3%	-13%[57.1 µM]	-1%[57.1 µM]	1%	-1%	8%	-1
COC(=O)c1ccc(C(C(=O)NC2CCCCC2)N(CCN2CCOCC2)C(=O)Cc2cccs2)cc1 (stereo not drawn)	4%	-4%	-4%	16%[57.1 µM]	3%[57.1 µM]	4%	0%	14%	-1
COC(=O)C1=C(c2c(C)noc2C)C[C@@H]2CC[C@H]1N2C(=O)NC1Cc2ccccc2C1	5%	2%	19%	15%[57.1 µM]	7%[57.1 µM]	-7%	-14%	38%	-1
CCC(=O)c1ccc(OC(=O)N(C)c2ccccc2)cc1	-12%	8%	0%	14%	-3%	-4%	1%	10%[57 µM]	-7
Cn1c(O)c(C=NCc2cccs2)c(=O)n(C)c1=O	2%	-5%	25%	7%	3%	-1%	5%	13%	0
O=C1/C(=C/c2ccccc2)C[C@@]2(O)[C@H]3Cc4ccc(O)c5c4[C@@]2(CCN3CC2CC2)C1O5 (stereo partly drawn)	-5%	0%	2%	35µM*	-1%	-2%	2%	11%	-15
CC(O)(CS(=O)(=O)c1cccc(C(F)(F)F)c1)C(=O)Nc1cccc(C(F)(F)F)c1 (stereo not drawn)	-9%	i	-1%	8%	-8%	2%	14%	22%	-4
COC(=O)C1=C(c2c(C)noc2C)C[C@@H]2CC[C@H]1N2C(=O)N1CCOCC1	-30%	i	-1%	21%[57.1 µM]	5%	-3%	12%	38%	0
Cc1[nH]n(-c2ccccc2)c(=O)c1C(c1ccc([N+](=O)[O-])cc1)c1c(C)[nH]n(-c2ccccc2)c1=O	?	-16%	-5%	?	-5%	-3%	-7%	35µM*	?
Clc1ccccc1C1=NCc2nncn2-c2sc(Br)cc21	0%	-5%	7%	12%	2%	1%	-12%	20%	4
Cc1ccccc1CN1CCNCC1	-17%	0%	-1%	3%	1%	-4%	7%	43%[activator]	-5
COc1ccc(C(=O)N/N=C/C23CC[C@@H](O)CC2(O)CC[C@@H]2[C@@H]3CCC3(C)C(C4=CC(=O)OC4)CCC23O)cc1 (stereo partly drawn)	-18%	-17%	-12%	21%	7%	-2%	-2%	-4%	10
